Screens: PubChem BioAssay, Sanford-Burnham Center for Chemical Genomics
SENP6 block – SENP6 protease inhibition; Recombinant SENP6 catalytic domain, aminoluciferin luminescence; 330,000 compounds, 1.8% hits; inhibition, % at 10 µM;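 active = inhibition above about 50% at the single tested dose, limit read from the data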;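 also: plate controls were DMSO wells with enzyme for no effect and DMSO wells lacking enzyme for full effect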
A3G deaminase – APOBEC3G (human) deaminase inhibition; Q9HC16; recombinant A3G, ssDNA deamination FAM/TAMRA fluorescence; inhibition, % at 20 µM; 330,000 compounds, 0.28% hits;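 active = inhibition of at least 40% at 20 µM, with no more than 30% in the related APOBEC3A deaminase screen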;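 also: plate controls were DMSO wells with A3G for no effect and wells lacking A3G enzyme for full effect; some compounds called inactive have numbers as strong as hits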
Target sequence (Q9HC16 whole entry, looked up): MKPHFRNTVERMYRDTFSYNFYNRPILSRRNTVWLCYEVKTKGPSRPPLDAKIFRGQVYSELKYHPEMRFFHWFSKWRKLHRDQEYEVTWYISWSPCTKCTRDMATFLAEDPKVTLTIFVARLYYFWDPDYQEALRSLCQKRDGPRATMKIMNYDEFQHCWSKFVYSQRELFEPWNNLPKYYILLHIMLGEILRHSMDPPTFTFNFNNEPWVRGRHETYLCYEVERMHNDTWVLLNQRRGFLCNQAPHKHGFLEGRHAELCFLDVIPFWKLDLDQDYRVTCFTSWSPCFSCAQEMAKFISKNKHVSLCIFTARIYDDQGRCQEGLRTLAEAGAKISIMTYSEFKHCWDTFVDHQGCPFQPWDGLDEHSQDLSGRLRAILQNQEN
SENP7 inh – SENP7 protease inhibition. 330,000 compounds, 1.5% hits. inhibition, % at 5 µM. recombinant SENP7, Z-RLRGG-aminoluciferin luminescence, 40 min;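 active = inhibition above about 50% at the single test dose, limit read from the data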;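 also: plate controls were DMSO with enzyme for no effect and no enzyme buffer wells for full effect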
UBC13 inh – blocks human UBC13 polyubiquitin chain formation. P61088. TR-FRET. inhibition, % at 20 µM. 330,000 compounds, 0.47% hits; in the data active = inhibition above about 45%, passing the limit was not always enough; inconclusive = no clear call, values can overlap the other calls
Target sequence (P61088 whole entry, looked up): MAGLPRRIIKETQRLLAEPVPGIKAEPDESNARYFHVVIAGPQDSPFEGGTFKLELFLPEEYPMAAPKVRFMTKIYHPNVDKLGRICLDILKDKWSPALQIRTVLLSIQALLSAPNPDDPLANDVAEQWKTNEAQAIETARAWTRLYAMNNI
Apaf1 inhib – inhibitors of human Apaf-1 apoptosome. inhibition, % at 20 µM. AID 489030. O14727. 330,000 compounds, 0.71% hits. reconstituted apoptosome caspase-3 activity, DEVD-Rh110 fluorescence; active = inhibition of at least 40% at 20 µM;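 also: plate controls were DMSO wells for no effect and DEVD-CHO caspase inhibitor wells for full effect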
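System: reconstituted apoptosome with Apaf-1, cytochrome c, caspase-9, procaspase-3, dATP; Signal: Rh110 fluorescence intensity; Schedule: 30 min compound preincubation, 50 min activation, room temperature; Reagent: cytochrome c trigger plus (Z-DEVD)2-Rh110 caspase-3 substrate.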
SENP8 block-1 – blocks human SENP8 cleavage of Nedd8 substrate | Q96LD8 | recombinant SENP8, Nedd8 substrate fluorescence | inhibition, % at 20 µM | 360,000 compounds, 0.64% hits | AID 602440; in the data active = inhibition mostly above about 40%, no sharp cut-off; inactive = mostly below about 27%
Target sequence (Q96LD8 whole entry, looked up): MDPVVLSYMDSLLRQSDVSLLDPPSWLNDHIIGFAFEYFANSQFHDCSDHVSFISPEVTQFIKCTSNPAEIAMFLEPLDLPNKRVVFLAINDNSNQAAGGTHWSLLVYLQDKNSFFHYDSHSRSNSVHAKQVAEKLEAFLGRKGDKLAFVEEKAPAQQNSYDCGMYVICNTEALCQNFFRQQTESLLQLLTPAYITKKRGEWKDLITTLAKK
SENP8 block-2 – blocks the human protease SENP8; Q96LD8; inhibition, % at 10 µM; 330,000 compounds, 1.2% hits; AID 2540; purified SENP8, Z-RLRGG-aminoluciferin cleavage, luminescence; in the data active = inhibition above about 50%
SENP1 FRET inh – blocks the human SENP1 SUMO protease catalytic domain; recombinant SENP1 catalytic domain, CyPet-SUMO1-YPet FRET cleavage; inhibition, % at 10 µM; AID 624204; 360,000 compounds, 0.21% hits; Q9P0U3;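 active = inhibition at least 30% at 10 µM, raw YFP signal under a set limit, fluorescence ratio 0.5 to 1.5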;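 also: 0% = enzyme with DMSO and 100% = no enzyme wells; some results filed as inactive read as strong as hits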
Target sequence (Q9P0U3 419-644 limits assumed): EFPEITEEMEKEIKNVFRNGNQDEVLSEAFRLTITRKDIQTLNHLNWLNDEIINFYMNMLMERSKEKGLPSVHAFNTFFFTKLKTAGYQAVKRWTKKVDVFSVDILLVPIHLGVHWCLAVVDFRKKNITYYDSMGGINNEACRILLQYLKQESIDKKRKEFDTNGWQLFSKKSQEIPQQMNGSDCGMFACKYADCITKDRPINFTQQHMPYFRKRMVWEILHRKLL
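Assay system – human recombinant His6-tagged SENP1 catalytic domain enzyme · Input – SENP1 enzyme, 20 pM final · Buffer or medium – Tris pH 8 buffer plus EDTA, NaCl, BME, BSA, NP40, catalase · Schedule – 50 min reaction at room temperature · Technique – FRET read of cyan and yellow fluorescence · Control set – no-enzyme wells low, DMSO-plus-enzyme wells high control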
Active calls of the source: *; ? = inconclusive; . = not tested or not shown.

SMILES | SENP6 block | A3G deaminase | SENP7 inh | UBC13 inh | Apaf1 inhib | SENP8 block-1 | SENP8 block-2 | SENP1 FRET inh
COCCN(C(=O)CSc1nnc(-c2ccccc2OC)o1)c1c(N)n(CC(C)C)c(=O)[nH]c1=O | -8 | -2 | 0 | -7 | -2 | 4 | 1 | -1
Cc1cc(C)c(NC(=O)CCCSc2nnc(N)s2)c(C)c1 | 8 | -11 | 5 | 10 | 6 | 14 | -2 | -2
CCn1c(CNc2ccc(F)cc2)nnc1SCC(=O)Nc1ccccc1OC | -15 | 0 | 3 | 7 | 15 | 27 | 1 | 3
Cn1c(=O)c2c([nH]c(=S)n2Cc2ccc(Cl)cc2)n(C)c1=O | 6 | 22 | 2 | ? | -9 | 9 | 4 | 1
CC1CCc2nc(NC(=O)c3ccc(S(=O)(=O)N4CCCc5ccccc54)cc3)sc2C1 (stereo unspecified) | -33 | -4 | 4 | -11 | -7 | 0 | 3 | 1
CC1(C)CN=C(N(C(=O)Nc2ccccc2)c2ccccc2F)S1 | -34 | -6 | -9 | -1 | -8 | 9 | -10 | -2
COC(=O)C1(CCSC)NC(c2ccc(OC)cc2OC)C2C(=O)N(c3cccc(C(C)=O)c3)C(=O)C21 (stereo unspecified) | 17 | -7 | -8 | 0 | -6 | 16 | -8 | 2
CC(C)(C)N1C(=O)c2ccc(C(=O)NCc3ccco3)cc2C1=O | -7 | -3 | 9 | -7 | 12 | 27 | 1 | 1
CCOC(=O)c1ccc(NC(=O)c2sc3nc(N4CCOCC4)c4c(c3c2N)CCCC4)cc1 | 16 | 5 | 5 | ? | 15 | -410 | 5 | -50
Cc1cc(=S)cc(C)n1CCCO | -8 | 10 | 3 | 1 | 22 | 13 | 1 | 1
Clc1nccc(NCc2ccccc2)n1 | -17 | -5 | 16 | 2 | -10 | -6 | -10 | -2
CC(=O)NN1CCc2cc3ccc(C)cc3nc21 | -11 | -9 | 5 | 5 | -2 | -282 | -5 | 2

In a second layout: results already given.
Each structure is followed by: SENP6 block | A3G deaminase | SENP7 inh | UBC13 inh | Apaf1 inhib | SENP8 block-1 | SENP8 block-2 | SENP1 FRET inh
> CC1(C)CN=C(N(C(=O)Nc2ccccc2)c2ccccc2F)S1
  -34 | -6 | -9 | -1 | -8 | 9 | -10 | -2
> Cc1cc(C)c(NC(=O)CCCSc2nnc(N)s2)c(C)c1
  8 | -11 | 5 | 10 | 6 | 14 | -2 | -2

New compounds follow.
SMILES | SENP6 block | A3G deaminase | SENP7 inh | UBC13 inh | Apaf1 inhib | SENP8 block-1 | SENP8 block-2 | SENP1 FRET inh
CN(Cc1ccccc1)C(=O)Nc1ccc(Cl)cc1 | -12 | -5 | 7 | 3 | -19 | 1 | -9 | 3
Cc1nonc1NCn1nnc2ccccc21 | -6 | 17 | -1 | -7 | -3 | 18 | 0 | 1
FC(F)(F)c1ccc2c3n(nc2c1)CCN=C3c1ccc(Cl)cc1 | -25 | -5 | -5 | 10 | 16 | -82 | 1 | -3
c1ccc(C(c2nnnn2Cc2ccco2)N2CCN(c3nc4ccccc4s3)CC2)cc1 (stereo unspecified) | -10 | -4 | 8 | 1 | 15 | 15 | 1 | -5
COc1ccccc1NS(=O)(=O)c1cc(NC(=O)c2cc[n+]([O-])cc2)ccc1N1CCCC1 | 7 | 44* | -2 | 10 | 11 | 15 | -2 | 2
COc1ccc(CNC(=O)COC(=O)c2ccco2)cc1 | -13 | -8 | -5 | -1 | 2 | 16 | -17 | 0
CCCCC(CC)CNC(=O)c1cc2ccccc2c(=O)o1 (stereo unspecified) | -5 | 6 | 10 | -4 | 20 | -87 | 0 | -2
O=C(Cn1cc(C(=O)COc2ccccc2)c2ccccc21)NCc1ccco1 | -6 | -10 | 3 | 13 | 3 | 20 | 7 | 13
CCn1cc(S(=O)(=O)Nc2cccnc2)cn1 | 0 | 21 | 6 | -8 | 13 | 10 | 5 | 1
CC1(C)CC(=O)c2sc(NC(=O)CN3CCOCC3)nc2C1 | -8 | 1 | -5 | 2 | 5 | -2 | 0 | -10
Cc1cc2nnc(SCC(=O)NCC(c3ccccc3)N(C)C)n2c2ccccc12 (stereo unspecified) | -2 | -8 | -3 | 4 | -3 | -77 | -6 | 2
COC(=O)[C@H](Cc1ccc(O)cc1)NC(=O)Cn1cnc2c(NCc3ccccc3)ncnc21 | . | 0 | -8 | . | 10 | 20 | . | 1
O=C(NNC(=O)c1cc2ccccc2cc1O)Nc1ccc(Br)cc1 | 10 | -9 | 2 | 3 | 6 | -462 | 5 | -2
CCc1ccc(-c2csc3ncn(Cc4ccc(C(=O)O)cc4)c(=O)c23)cc1 | 3 | 1 | -4 | -9 | -4 | 2 | 1 | -2
Cc1nn(-c2ccccc2)c(C)c1/C=N/NC(=O)c1cc(-c2ccc(Cl)s2)[nH]n1 | -5 | -2 | 0 | -13 | 27 | -2 | 0 | 1
CC(=O)CCC(=O)N1CCCC(CNC(=O)c2ccc(-c3ccccc3)cc2)C1 (stereo unspecified) | -4 | -5 | 5 | 19 | -13 | 30 | -1 | 2
CCOc1ccc(NC(=O)CN(C)C(=O)c2sc3ccccc3c2Cl)cc1OCC | -15 | 6 | 1 | -2 | 19 | 10 | -10 | 1
Cc1ccc(C(NC(=O)N2CCOCC2)=C(Cl)Cl)cc1F | -4 | 4 | 5 | -6 | 1 | 10 | 4 | 2
COC(=O)C(/C=N/OCc1ccc([N+](=O)[O-])cc1)NC(=O)c1cccc(Cl)c1 (stereo unspecified) | -11 | -7 | -11 | 0 | 11 | 26 | -13 | 1
CNS(=O)(=O)c1cc(OC)ccc1OC | -12 | 5 | -3 | 0 | -2 | 16 | 0 | -1
CN1CCN(C(=O)N2c3ccccc3CCc3ccccc32)CC1 | 0 | -6 | 2 | 3 | -12 | 15 | 5 | 2
O=C(NC1CCCC1)C1CCN(C(=O)c2cccc(Cl)c2)CC1 | 7 | 1 | 9 | 0 | 9 | 11 | 2 | -3
COc1ccccc1NC(=S)N1CCn2cccc2C1c1cccnc1 (stereo unspecified) | 2 | 10 | 6 | -5 | 0 | 16 | -9 | 2
COc1ccc(S(=O)(=O)N2CCOCC2)cc1NC(=O)CN1CCCc2ccccc21 | -2 | -6 | -13 | -12 | 6 | 10 | -7 | 8
COc1cccc(OC)c1C(=O)Nc1ccc2c(c1)Cc1ccccc1-2 | 8 | -3 | -5 | 2 | 16 | 12 | 1 | 2
CC1C(=O)N2CCCc3cc(S(=O)(=O)N4CCCCC4)cc1c32 (stereo unspecified) | -3 | -3 | -3 | -5 | 2 | 9 | -10 | -4
Cc1nc(NC(=O)c2ccccc2)sc1-c1csc(Nc2ccc(F)cc2)n1 | 45 | -3 | 20 | -18 | -13 | . | 48 | .
CNc1nc(SCC(=O)Nc2ccccc2)nc(N2CCOCC2)n1 | -5 | -5 | 1 | -8 | -8 | 2 | 1 | 0
Cc1ccc(C)c(OCCn2nnc3ccccc32)c1 | 2 | 3 | 2 | 2 | -9 | 3 | -5 | 2
COc1cc(OC)cc(-c2nc3nc(C)c(CCC(=O)NCc4ccco4)c(C)n3n2)c1 | -16 | -3 | 5 | -5 | 4 | 0 | 4 | 0
C/C(Cn1nc([N+](=O)[O-])cc1C)=N\NC(=O)COc1ccccc1[N+](=O)[O-] | -15 | -4 | -4 | 5 | -5 | 4 | -4 | 1
c1ccc(-c2cccc(-c3ccccn3)n2)nc1 | -6 | -6 | -8 | -15 | 5 | 10 | -9 | 0
CCC(C)N1CCC(Oc2ccc(C(=O)NCc3ccccn3)cc2)CC1 (stereo unspecified) | -3 | 2 | -6 | -8 | 2 | -6 | 1 | -11
COc1ccccc1CN(C)C(=O)c1cnc(C)cn1 | -9 | -7 | -2 | 3 | -3 | 14 | -7 | 0
CSc1ncccc1C(=O)OCc1nc2ccsc2c(=O)[nH]1 | -6 | -2 | -4 | 2 | -5 | -4 | 4 | -1
Cn1c(=O)c2ncn(CC(=O)Nc3nc(-c4ccc(Cl)cc4)cs3)c2n(C)c1=O | -12 | -20 | -9 | 0 | 15 | 2 | -15 | -3

Records listed above that bear a hit mark in A3G deaminase.
Structure	SENP6 block	A3G deaminase	SENP7 inh	UBC13 inh	SENP1 FRET inh
COc1ccccc1NS(=O)(=O)c1cc(NC(=O)c2cc[n+]([O-])cc2)ccc1N1CCCC1	7	44*	-2	10	2

Whole records, looked up by structure. Screens in order: SENP6 block	A3G deaminase	SENP7 inh	UBC13 inh	Apaf1 inhib	SENP8 block-1	SENP8 block-2	SENP1 FRET inh
`COc1cccc(OC)c1C(=O)Nc1ccc2c(c1)Cc1ccccc1-2` reads 8	-3	-5	2	16	12	1	2
`CSc1ncccc1C(=O)OCc1nc2ccsc2c(=O)[nH]1` reads -6	-2	-4	2	-5	-4	4	-1
`C/C(Cn1nc([N+](=O)[O-])cc1C)=N\NC(=O)COc1ccccc1[N+](=O)[O-]` reads -15	-4	-4	5	-5	4	-4	1
`CNc1nc(SCC(=O)Nc2ccccc2)nc(N2CCOCC2)n1` reads -5	-5	1	-8	-8	2	1	0

Later entries.
SMILES | SENP6 block | A3G deaminase | SENP7 inh | UBC13 inh | Apaf1 inhib | SENP8 block-1 | SENP8 block-2 | SENP1 FRET inh
O=C(NCc1ccccc1)c1ccc2nnsc2c1 | -11 | -5 | -2 | 1 | -9 | 11 | -6 | 1
Cc1ccc(-n2c(C)cc(C(=O)COc3cccnc3[N+](=O)[O-])c2C)cc1 | -2 | -1 | 3 | 0 | 22 | 2 | -12 | -1
CC(C)OC(=O)c1ccc(NC(=O)C2C3CC4OC(=O)C2C4C3)cc1 (stereo unspecified) | -29 | -4 | -9 | -14 | 6 | 20 | -9 | 0
N=C1C(c2nc3ccccc3s2)=C(O)CN1Cc1ccccc1 | -4 | -3 | -4 | -6 | 6 | -314 | -7 | 2
CN1C(=O)[C@H](Cc2ccc([N+](=O)[O-])cc2)NC1=S | -12 | -5 | -6 | -6 | -3 | 16 | -7 | 2
CN(C)Cc1c(C(C)(C)O)[nH]c2ccc(C(F)(F)F)cc12 | -7 | 3 | 8 | 1 | 9 | 12 | -2 | 0
COc1ccc2c(c1OC)CCC2=O | 30 | 7 | 13 | -6 | 1 | -14 | 1 | 2
Cc1ccccc1-n1ccnc1SCC(=O)NCC1CCCO1 (stereo unspecified) | -15 | 6 | -4 | -5 | 20 | 2 | 4 | -1
O=C(CN1CCCCCC1=O)OCc1ncc(-c2ccccc2)o1 | 8 | -5 | -5 | -6 | 4 | -3 | -5 | -1
CCOC(=O)C1=C(C)Nc2nnnn2C1c1c[nH]c2ccccc12 (stereo unspecified) | -16 | -5 | 7 | -4 | -17 | . | -5 | .
COc1ccc(N2CCN(C(=O)c3ccc(N4CCCCS4(=O)=O)cc3)CC2)cc1 | -6 | -8 | 11 | -3 | 4 | 14 | -6 | -2

Individual results from the list.
UBC13 inh with c1ccc(C(c2nnnn2Cc2ccco2)N2CCN(c3nc4ccccc4s3)CC2)cc1 (stereo unspecified) reads 1
Apaf1 inhib with O=C(NC1CCCC1)C1CCN(C(=O)c2cccc(Cl)c2)CC1 reads 9
SENP7 inh with Cn1c(=O)c2c([nH]c(=S)n2Cc2ccc(Cl)cc2)n(C)c1=O reads 2
